Screening data as filed in PubChem BioAssay.
hIAP inh – human IAP inhibition; P09923; purified IAP, CDP-Star luminescence, 30 min; inhibition, % at 10 µM; 330,000 tested, 0.12% active;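 active = inhibition reaching a set limit with compound at 10 µM in the primary screen, cut at about 35% in these data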;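 also: plate controls were DMSO wells with enzyme for no effect and no-enzyme buffer wells for full effect; values of inactives mirror those of a sister screen read the other way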
mIAP block – blocks mouse intestinal alkaline phosphatase. purified mouse IAP, CDP-Star luminescence, 30 min. 330,000 tested, 0.2% active. inhibition, % at 10 µM;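 active = inhibition of at least 40% at 10 µM in the primary screen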;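 also: plate controls were DMSO with enzyme for no effect and no enzyme wells for full effect; values of inactives mirror those of a sister screen read the other way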
PfG6PD inh – PfG6PD (Plasmodium falciparum) enzyme inhibition; PfGluPho enzyme, NADPH resazurin-diaphorase fluorescence; inhibition, % at 20 µM; 350,000 tested, 0.78% active;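 active = inhibition reaching at least a set limit at 20 µM in the primary screen, cut at about 59% in these data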;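 also: 0% = DMSO wells with substrate and 100% = DMSO wells lacking glucose-6-phosphate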
HKDC1 inhibitor – HKDC1 (human) hexokinase inhibition. Q2TB90. recombinant HKDC1, G6PDH/diaphorase resazurin coupled fluorescence. inhibition, % at 20 µM. 340,000 tested, 0.16% active. AID 493160;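 active = inhibition above about 35% when tested at 20 µM, limit read from the data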;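 also: plate controls were DMSO wells with enzyme for no effect and DMSO wells lacking enzyme for full effect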
Target sequence (Q2TB90 whole entry, looked up): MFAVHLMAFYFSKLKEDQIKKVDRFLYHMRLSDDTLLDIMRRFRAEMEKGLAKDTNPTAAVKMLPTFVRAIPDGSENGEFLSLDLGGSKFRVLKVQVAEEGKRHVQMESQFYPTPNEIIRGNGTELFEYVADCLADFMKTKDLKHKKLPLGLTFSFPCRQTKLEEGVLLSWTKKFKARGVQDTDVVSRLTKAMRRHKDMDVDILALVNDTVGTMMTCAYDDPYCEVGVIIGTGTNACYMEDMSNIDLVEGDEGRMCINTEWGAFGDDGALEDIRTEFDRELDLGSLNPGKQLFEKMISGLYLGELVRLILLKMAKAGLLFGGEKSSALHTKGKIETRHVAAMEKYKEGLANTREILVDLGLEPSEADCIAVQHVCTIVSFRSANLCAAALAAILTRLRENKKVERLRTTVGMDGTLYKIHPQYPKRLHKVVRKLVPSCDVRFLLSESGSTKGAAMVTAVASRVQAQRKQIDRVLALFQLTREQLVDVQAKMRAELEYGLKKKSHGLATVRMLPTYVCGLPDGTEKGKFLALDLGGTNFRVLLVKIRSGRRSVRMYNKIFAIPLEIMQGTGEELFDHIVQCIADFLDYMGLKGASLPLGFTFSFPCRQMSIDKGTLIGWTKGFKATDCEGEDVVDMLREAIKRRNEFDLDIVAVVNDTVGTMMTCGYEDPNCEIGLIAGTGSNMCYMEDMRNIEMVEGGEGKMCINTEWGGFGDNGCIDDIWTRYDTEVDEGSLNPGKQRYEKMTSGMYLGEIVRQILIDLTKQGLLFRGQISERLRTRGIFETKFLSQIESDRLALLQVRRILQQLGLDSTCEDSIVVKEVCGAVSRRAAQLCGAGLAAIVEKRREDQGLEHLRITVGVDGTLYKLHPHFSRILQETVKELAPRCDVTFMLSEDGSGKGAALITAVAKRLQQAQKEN
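Test system: HK5 enzyme. Quantity: 5 µg/mL HK5 final. Reagent: glucose and ATP substrates. Schedule: 90 min reaction incubation at room temperature, dark. Technique: resazurin-to-resorufin fluorescence via G6PDH and diaphorase coupling, 525/613 nm. Control set: DMSO wells with and without enzyme mix.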
ATG4B inh – blocks human ATG4B protease cleavage of LC3 substrate; Q9Y4P1; ATG4B cleavage of LC3-PLA2, NBD-HPC fluorescence, 1 h; inhibition, % at 8.33 µM; 340,000 tested, 0.51% active; AID 504462; in the data active = inhibition above about 40%
hIAP act – increases human intestinal alkaline phosphatase activity; P09923; purified human IAP, CDP-Star luminescence, 30 min; hits give high values; 1 = vehicle-only enzyme, 0 = enzyme-free background; activation factor at 10 µM; 330,000 tested, 0.16% active; AID 2524;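 active = activation factor of the enzyme at least 2-fold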; also: the source names both 10 and 20 µM as test concentration; values of inactives mirror those of a sister screen read the other way
mIAP act – increases mouse intestinal alkaline phosphatase activity; muIAP, CDP-Star luminescence, 30 min; hits give high values; 1 = vehicle-only enzyme signal, 0 = enzyme-free wells; activation factor at 10 µM; 330,000 tested, 0.24% active; AID 2805;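 active = activation factor of at least 2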; also: the source names both 10 and 20 µM as test concentration; values of inactives mirror those of a sister screen read the other way
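Assay system: mouse IAP enzyme; Reagent: CDP-Star chemiluminescent phosphatase substrate; Compound: DMSO-dissolved test compounds; Incubation: 30 min, room temperature; Technique: luminescence from enzymatic CDP-Star hydrolysis; Controls: DMSO-only wells and no-enzyme negative control.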
APOBEC3A inh – inhibitors of human APOBEC3A DNA deaminase; recombinant A3A, FAM/TAMRA ssDNA deamination fluorescence; AID 493011; inhibition, % at 20 µM; 330,000 tested, 0.41% active;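 active = at least 40% inhibition at 20 µM here, with at most 30% in a related deaminase screen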;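 also: plate controls were A3A with DMSO for no effect and wells lacking A3A enzyme for full effect; some results filed as inactive read as strong as hits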
Target sequence (P31941 whole entry, looked up): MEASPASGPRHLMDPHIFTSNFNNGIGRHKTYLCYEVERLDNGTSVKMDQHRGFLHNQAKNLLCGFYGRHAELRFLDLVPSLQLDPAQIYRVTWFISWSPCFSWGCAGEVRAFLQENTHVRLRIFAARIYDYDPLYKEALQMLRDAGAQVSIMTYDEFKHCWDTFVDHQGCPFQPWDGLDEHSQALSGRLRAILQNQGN
* = called active by the depositor; . = not tested or not shown.

SMILES	hIAP inh	mIAP block	PfG6PD inh	HKDC1 inhibitor	ATG4B inh	hIAP act	mIAP act	APOBEC3A inh
COc1ccc(-n2cnnc2SCC(=O)c2cc(C)n(Cc3cccs3)c2C)cc1	1	-8	-14	2	-2	0.99	1.1	-1
CCOc1ccc(NC(=O)Nc2cccc(C)n2)cc1	3	-16	-16	-2	18	0.97	1.2	2
O=C(NCCNC(=O)c1ccccc1Cl)c1ccco1	-4	-14	0	-3	-2	1	1.1	2
CC(=C/c1ccc(C(C)C)cc1)/C=N/NC(=O)Cn1nc(C)cc1C	19	12	1	-5	-8	0.81	0.88	-3
CC(C)Cn1c(N)c(C(=O)COC(=O)c2cccn2C)c(=O)n(C)c1=O	14	-6	-3	1	5	0.86	1.1	-4
COc1ccc2[nH]c3c(c2c1)CCN1C(=O)C(CC(=O)NCC24CC5CC(CC(C5)C2)C4)C[C@H](C(=O)N2CCCCC2)[C@@]31C (stereo not given in full)	.	-85	17	6	.	.	1.9	0
O=C(NC(=S)N1CCN(c2ccc([N+](=O)[O-])cc2)CC1)c1ccc(F)cc1	13	6	5	-5	-3	0.87	0.94	0
COc1ccc(-c2nc(CCl)cs2)cc1OC	-5	2	5	2	-2	1.1	0.98	4
COc1ccc(N2CCN(C(=O)CSc3nc4[nH]ncc4c(=O)n3-c3cccc4ccccc34)CC2)cc1	-23	7	17	-8	-8	1.2	0.93	0
CCCN(CC(=O)Nc1ccccc1OC)C(C)C(=O)NC(C)CCc1ccccc1 (stereo not given)	-36	-5	0	-6	-8	1.4	1.1	-7
CC(NC(=O)COC(=O)c1ccc(OCC2CCCO2)cc1)c1ccccc1Cl (stereo not given)	3	-14	6	0	-63	0.97	1.1	-1
COc1cc(OC)c(OC)cc1CN(C)C(c1ccccc1)c1nnnn1-c1ccccc1C (stereo not given)	-11	-6	-1	0	-8	1.1	1.1	-3
Cc1ccc(S(=O)(=O)N2CCN(S(=O)(=O)c3ccc(C)cc3)C2)cc1	1	2	19	7	-13	0.99	0.98	9
CCc1ccc(-c2nc(CS(=O)CC(=O)NCc3cccnc3)c(C)o2)cc1 (stereo not given)	-15	4	2	-4	4	1.2	0.96	2
CCN1C(=O)C(O)(CC(=O)c2ccc(-n3cccc3)cc2)c2ccccc21 (stereo not given)	8	-5	-1	-4	1	0.92	1	-2
CCOC(=O)C1CCN(C(=O)COc2ccc(S(=O)(=O)N3CCOCC3)cc2C)CC1	-1	-13	-8	-7	3	1	1.1	0
O=C(N/N=C/c1cccnc1)c1ccccc1	-7	-3	5	-4	0	1.1	1	-2
CCN(C(=O)COC(=O)CCNS(=O)(=O)c1ccccc1F)c1c(N)n(Cc2ccccc2)c(=O)[nH]c1=O	-10	-2	-19	2	4	1.1	1	0
O=C(CN1C(=O)CSc2ncccc21)Nc1ccccc1F	-15	4	-7	0	-7	1.1	0.96	-1
O=C(O)CSCC(=O)N1CCN(S(=O)(=O)c2ccccc2)CC1	-7	0	-8	-8	-8	1.1	1	-5
Cc1ccc(C(OC(=O)c2ccco2)C(=O)NC2CCCCC2)cc1 (stereo not given)	-15	3	-5	-3	3	1.1	0.97	-1
CC(=O)c1cc(-c2ccccc2)n(CCC(=O)NC2CCCC2)c1C	-10	16	7	-7	-3	1.1	0.84	-4
COc1cc(CNCCNC(=O)c2nonc2N)ccc1OCc1ccc(Cl)nc1	19	6	12	-4	-8	0.81	0.94	-3
O=C(Nc1ccnn1C1CCN(Cc2cccc(OCCO)c2)CC1)C1CC1	1	-8	-1	-2	-4	0.99	1.1	-8
CCOC(=O)c1nn(-c2ccccc2F)c(-c2ccccc2)c1C(=O)c1ccccc1	-1	-8	-16	-3	-7	1	1.1	-20
N#CCN1C(=O)C(=O)N(Cc2cccc(Cl)c2)C1=O	3	-4	5	-7	-5	0.97	1	1
Cc1nc2c(-c3ccc(F)cc3)cnn2c2c1CCC2	-8	2	-3	-6	-3	1.1	0.98	-1
COc1ccc(NC(=O)c2sccc2SCc2cccc(C(F)(F)F)c2)cc1	6	16	14	14	8	0.94	0.84	1
COc1ccc(C2(O)C(=O)Nc3ccccc32)cc1 (stereo not given)	1	-1	-2	-2	2	0.99	1	-5
CC(C)O/N=C1\C(=O)N(c2ccccc2)c2ccccc21	8	15	2	-7	-8	0.92	0.85	-1
CC(C)(C)OC(=O)NCCC(=O)Oc1ccc2ccc(=O)oc2c1	-11	4	5	0	8	1.1	0.96	-2
COc1ccc(C2SCC(=O)N2c2ccc(C)cc2)cc1 (stereo not given)	14	3	0	0	-9	0.85	0.97	-10
COc1ccc(Cn2nnnc2C(c2ccc(N(C)C)cc2)N2CCC(C)CC2)cc1 (stereo not given)	-2	-8	12	5	6	1	1.1	1
Cc1cc(C)nc(N2CCCC(C(=O)Nc3ccc4c(c3)OCO4)C2)n1 (stereo not given)	-11	-13	1	-9	-2	1.1	1.1	-5
O=C(NCC1CCCCC1)c1cc(S(=O)(=O)N2CCCCC2)ccc1N1CCOCC1	-3	3	5	-6	-37	1	0.97	5
COc1cccc(-c2csc(N3CCN(Cc4ccccc4)CC3)n2)c1	19	8	10	-1	13	0.81	0.92	-1
CCN(CC(=O)NC1CCS(=O)(=O)C1)S(=O)(=O)c1cc(C)ccc1C (stereo not given)	0	3	-4	-6	3	1	0.97	-3
O=C(NCC1CC1)c1onc(CSc2ccccc2)c1C(=O)NCC1CC1	-13	4	5	5	8	1.1	0.96	3
CC(=O)c1ccc(NC(=O)Cn2nc(C)cc2C)cc1	15	5	-2	-5	-14	0.85	0.95	1
Cc1ccc(C(=O)C2=C(O)C(=O)N(Cc3ccco3)C2c2cccc(Br)c2)o1 (stereo not given)	-15	8	0	18	5	1.2	0.92	-2
CC(C)C(C(=O)OCC(=O)c1ccc2c(c1)NC(=O)CO2)N1C(=O)c2ccccc2C1=O (stereo not given)	-10	-1	3	-2	-10	1.1	1	1
CSc1ccc(S(=O)(=O)N2CCCC2)cc1	10	-6	-17	-9	1	0.9	1.1	-2
Cc1onc(-c2ccccc2)c1C(=O)OCCOc1ccc([N+](=O)[O-])cc1[N+](=O)[O-]	11	4	10	10	-7	0.89	0.96	0
CCC(C)C(=O)Nc1nnc(SCC(=O)NC2CCCCC2)s1 (stereo not given)	-11	-4	-10	-4	1	1.1	1	0
O=C(NC(=S)N(CC1CCC1)CC1CCCO1)c1cccc([N+](=O)[O-])c1 (stereo not given)	0	4	-8	-7	-11	1	0.96	4
O=C(CN1C(=O)c2ccccc2S1(=O)=O)N1CCc2ccccc2C1	-5	6	9	-2	-3	1.1	0.94	0
CCc1c(C)nc2c(C#N)c(C)[nH]n2c1=O	8	-7	-3	-5	8	0.93	1.1	-3
OCCNCCCCOc1ccc(F)cc1	5	-4	-9	-5	-1	0.95	1	-2
C#CCn1cc(/C=N/NC(=O)COc2cccc3cccnc23)c2ccccc21	-8	-6	7	4	21	1.1	1.1	65*
O=C(c1ccc(Cl)cc1)N1CCCCC(Cl)C1=O (stereo not given)	-10	-13	-5	-4	-4	1.1	1.1	-8

The listing continues:
SMILES	hIAP inh	mIAP block	PfG6PD inh	HKDC1 inhibitor	ATG4B inh	hIAP act	mIAP act	APOBEC3A inh
CCO/C=C1/C(=O)N(C)C(=O)c2cc(OC)ccc21	-15	-3	-1	7	-10	1.1	1	-5
CCOc1ccc(-n2cc(-c3ccccc3)c3c(=S)nc[nH]c32)cc1	-22	9	13	2	0	1.2	0.91	-7
COc1cccc(C2C(C(=O)c3cccs3)=C(O)C(=O)N2CCN2CCOCC2)c1 (stereo not given)	4	1	0	2	2	0.96	0.99	-2
CC(=O)c1cccc(N(CC(=O)Nc2ccccc2F)S(C)(=O)=O)c1	5	-3	-10	-8	-6	0.95	1	-2
CC(=O)c1ccc(NC(=O)CN2C(=O)NC3(CCc4ccccc43)C2=O)cc1 (stereo not given)	-6	1	-1	-1	-6	1.1	0.99	5
COC(=O)c1c(-c2ccc(S(C)(=O)=O)cc2)sc2cc(OC)ccc12	15	8	11	1	-16	0.85	0.93	-5
N#Cc1ccc(NC(=O)c2cc(-c3cccs3)on2)cc1	6	-2	-8	-8	26	0.94	1	-1
COc1ccc(Cn2c(=S)[nH]c3cc(C(=O)N4CCCCC4)ccc3c2=O)cc1	-7	-2	-22	-6	5	1.1	1	-5
CNC(=O)c1[nH]cnc1C(=O)N[C@@H](CC(C)C)C(=O)OC(C)(C)C	-38	6	11	0	-1	1.4	0.94	1
O=C(COC(=O)Cc1c[nH]c2ccccc12)NCCc1ccccc1	14	-2	13	-5	-13	0.86	1	-2

Reformatted with two lines to a compound: part of the list above.
The line under a structure holds: hIAP inh	mIAP block	PfG6PD inh	HKDC1 inhibitor	ATG4B inh	hIAP act	mIAP act	APOBEC3A inh
CC(=O)c1ccc(NC(=O)CN2C(=O)NC3(CCc4ccccc43)C2=O)cc1 (stereo not given)
    -6	1	-1	-1	-6	1.1	0.99	5
O=C(COC(=O)Cc1c[nH]c2ccccc12)NCCc1ccccc1
    14	-2	13	-5	-13	0.86	1	-2
COC(=O)c1c(-c2ccc(S(C)(=O)=O)cc2)sc2cc(OC)ccc12
    15	8	11	1	-16	0.85	0.93	-5

Next structures:
SMILES	hIAP inh	mIAP block	PfG6PD inh	HKDC1 inhibitor	ATG4B inh	hIAP act	mIAP act	APOBEC3A inh
CCOc1ccc(NC(=O)c2ccc(OC)cc2)cc1	22	2	-17	-2	6	0.78	0.98	-3
COCCNC(=O)C1CC(c2cccc([N+](=O)[O-])c2)=NO1 (stereo not given)	-1	-7	1	-2	8	1	1.1	-2
CN(c1ccccc1)C1CCCCC1NS(=O)(=O)c1ccc(Cl)cc1 (stereo not given)	16	-9	17	2	57*	0.84	1.1	-6
CCCNC(=O)C(Cc1ccccc1)NS(=O)(=O)c1ccc2c(c1)c(=O)n(C)c(=O)n2C (stereo not given)	-6	-2	-7	-10	-3	1.1	1	-2
CCCCN(CCCC)Cc1ccc(C(=O)NNC(=O)Nc2ccccc2)o1	-73	-8	-13	-4	-6	1.7	1.1	-2
OCCNCc1ccc(OCc2ccc(Cl)cc2Cl)cc1	16	-2	3	-9	-1	0.84	1	-2
Cn1cnc2c1c(=O)n(Cc1ccc(F)cc1Cl)c(=O)n2C	-6	2	-1	-3	-10	1.1	0.98	-2
Cc1nc(CN2CCOCC2)cc(=O)[nH]1	2	2	-5	1	0	0.98	0.98	1
CC(Sc1nc(N2CCOCC2)nc(N2CCOCC2)n1)C(=O)Nc1ccccc1 (stereo not given)	14	-6	12	2	-4	0.85	1.1	1
CN(C)CC(C)(C)CNS(=O)(=O)c1ccc(Cl)cc1	-5	2	-12	-1	1	1.1	0.98	1
O=C1CCN(CCc2ccccc2)CCN1[C@H](CSc1ccccc1)c1ccccc1	0	-2	11	0	-10	1	1	-2
CCN1/C(=C/c2ccc3ccccc3[n+]2CC)C=Cc2ccccc21	36*	26	44	-19	15	0.64	0.74	20
Cc1ccc(NC(=S)Nc2ccc(S(=O)(=O)N3CCOCC3)cc2)cc1S(=O)(=O)N1CCOCC1	3	5	11	1	-10	0.97	0.95	2
O=C(O)C1C(c2ccccc2)C(C(=O)OCCCO)C1c1ccccc1 (stereo not given)	0	0	-8	-5	0	1	1	-1
Cc1ccccc1-c1nc(S(=O)(=O)c2ccccc2)c(N2CCCC2)o1	13	8	-19	3	16	0.87	0.92	2

Complete entries, looked up by structure:
`CCN1/C(=C/c2ccc3ccccc3[n+]2CC)C=Cc2ccccc21` reads hIAP inh: 36*; mIAP block: 26; PfG6PD inh: 44; HKDC1 inhibitor: -19; ATG4B inh: 15; hIAP act: 0.64; mIAP act: 0.74; APOBEC3A inh: 20
`Cc1ccccc1-c1nc(S(=O)(=O)c2ccccc2)c(N2CCCC2)o1` reads hIAP inh: 13; mIAP block: 8; PfG6PD inh: -19; HKDC1 inhibitor: 3; ATG4B inh: 16; hIAP act: 0.87; mIAP act: 0.92; APOBEC3A inh: 2
